High-throughput results (PubChem)
APJ agonist – agonists of human APJ apelin receptor; AID 2520; activation, % at 20 µM; hit rate 0.11% among 330,000; P35414; CHO-K1 APJ PathHunter beta-arrestin, luminescence; 0% DMSO wells, 100% apelin;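 active = activation more than six SD over the plate average, tested at 20 µM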;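 also: 0% = DMSO alone and 100% = apelin-13 at 10 nM; some results filed as inactive read as strong as hits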
Target sequence (P35414 whole entry, looked up): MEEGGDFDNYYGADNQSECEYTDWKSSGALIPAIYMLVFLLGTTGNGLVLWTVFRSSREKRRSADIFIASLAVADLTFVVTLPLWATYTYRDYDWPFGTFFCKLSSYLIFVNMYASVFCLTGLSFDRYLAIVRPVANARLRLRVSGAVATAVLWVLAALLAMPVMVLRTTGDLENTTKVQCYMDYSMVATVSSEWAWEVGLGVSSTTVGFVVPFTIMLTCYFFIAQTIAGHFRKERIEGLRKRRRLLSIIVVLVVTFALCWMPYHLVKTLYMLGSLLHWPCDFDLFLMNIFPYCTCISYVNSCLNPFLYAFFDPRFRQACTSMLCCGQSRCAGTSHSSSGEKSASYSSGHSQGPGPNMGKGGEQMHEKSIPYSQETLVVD
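Assay system: CHO-K1 APJ beta-arrestin complementation cell line / Compound: single test compound dose, 20 µM final, 1% DMSO / Times: overnight seeding, 90 min compound at 25 °C, 1 h detection / Technique: beta-gal luminescence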
GRIN3A LBD mod – modulators (binders) of human NR3A ligand-binding domain. Tm shift relative to glycine control, % at 25 µM. NR3A LBD differential scanning fluorimetry, Tm shift; 0% = protein alone, 100% = glycine-bound protein. hit rate 2.5% among 340,000;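 active = melting temperature shift of at least 10% of the positive control shift, at one fixed dose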
TIM10 inh – TIM10 yeast growth inhibition | inhibition, % at 10 µM | hit rate 1.4% among 330,000 | S. cerevisiae TIM10 strain growth, BacTiter-Glo luminescence, 24 h | AID 463195;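 active = inhibition of 40% or more at the single tested concentration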;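 also: wild-type TIM10 isogenic control strain grown at permissive 25 °C; 0% = DMSO yeast wells and 100% = minimal medium wells without yeast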
Mdm2 MdmX PPI – human Mdm2/MdmX binding inhibition; SaOS-2 split-luciferase Mdm2/MdmX complementation, luminescence; hit rate 3% among 330,000; O15151+Q00987; inhibition, % at 8 µM;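 active = inhibition of at least 50% at 8 µM in the primary screen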
tim23-1 inh – inhibits growth of tim23-1 mutant yeast; S. cerevisiae tim23-1 growth, BacTiter-Glo luminescence, 24 h; inhibition, % at 20 µM; AID 463212; hit rate 1.3% among 330,000;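 active = growth inhibition of the mutant yeast at or above 50%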;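 also: temperature-sensitive mutant grown at 25 °C; plate controls were DMSO-treated mutant yeast for no effect and medium wells lacking yeast for full effect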
CHOP UPR activ – apoptotic UPR (CHOP) activation. CHO-CHOP luciferase reporter, luminescence; percent of tunicamycin response over DMSO baseline. activation, % at 10 µM. hit rate 0.34% among 330,000. AID 449763;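 active = at 10 µM dose, activation of 40% or more, normalized to positive control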;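 also: 100% = tunicamycin at 10 µg/mL and 0% = DMSO alone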
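Material: CHO-CHOP cells, stable luciferase reporter of PERK-eIF2a-CHOP signalling; quantity: 500 reporter cells seeded per well; buffer or medium: F12 medium containing 10% fetal bovine serum; compound: one dose, 10 µM in 0.5% DMSO; incubation: 6 h compound treatment, 37 °C; measured by: Steady-Glo luciferase luminescence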
NALP3 yeast inh – inhibitors of NALP3 inflammasome in yeast | Yeast reconstituted NLRP3/ASC/caspase-1, beta-gal luminescence, 24 h | AID 2825 | inhibition, % at 10 µM | hit rate 0.39% among 330,000;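 active = inhibition of 50% or more; inactive = inhibition below 50%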;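 also: plate controls were induced DMSO wells for no effect and uninduced yeast grown without galactose for full effect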
tim10-1 inh – tim10-1 yeast growth inhibition; inhibition, % at 20 µM; S. cerevisiae tim10-1 ts strain growth, BacTiter-Glo, 24 h; hit rate 2.2% among 330,000;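 active = inhibition of at least 40%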;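 also: mutant grown at 25 °C; 0% = DMSO wells with yeast and 100% = wells holding no yeast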
XBP1 UPR activ – activators of adaptive arm of unfolded protein response (XBP1); hit rate 0.33% among 330,000; activation, % at 20 µM; CHO-XBP1 luciferase reporter, IRE1-XBP1 UPR activation, luminescence; percent of tunicamycin response, DMSO as zero; AID 463104;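 active = versus positive control, 20 µM dose yields 30% or more activation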;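 also: 100% = tunicamycin at 10 µg/mL and 0% = DMSO only wells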
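Assay system: IRE1-XBP1 luciferase reporter CHO line. Input: 1000 cells/well. Buffer or medium: F12 with 10% serum. Doses: 20 µM, 1% DMSO. Times: overnight seeding at 37 °C, 6 h compound treatment at 37 °C. Technique: Steady-Glo luciferase glow luminescence, 10 min after reagent addition.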
The depositor's hits bear a star; x = not tested or not shown.

canonical_smiles,APJ agonist,GRIN3A LBD mod,TIM10 inh,Mdm2 MdmX PPI,tim23-1 inh,CHOP UPR activ,NALP3 yeast inh,tim10-1 inh,XBP1 UPR activ
O=C(CNC(=O)c1ccc(F)cc1)NCc1ccc(Cl)cc1,-0.7,-0.2,-19.8,12.0,-29.5,1.0,2.4,-111.2,-2.4
FC(F)(F)c1cccc(Oc2ccc3c(C(F)(F)F)cc(C(F)(F)F)nc3n2)c1,0.4,-3.3,-0.6,-5.8,-4.5,2.8,1.4,-1.9,2.3
COc1ccccc1C1C=C(c2ccc(C)cc2)Nc2nnnn21 (stereo not drawn),-5.7,4.8,17.8,5.1,8.9,1.5,2.6,15.8,-1.7
Cc1cc(OC(=O)c2ccco2)c(Sc2ccccc2[N+](=O)[O-])c(=O)o1,-3.8,1.5,19.3,19.2,18.1,-0.5,10.7,23.9,-0.9
Cn1c(=O)cc(SCC(=O)N2CCCC2)c2cc(Cl)ccc21,-2.4,2.2,-6.5,23.7,14.1,1.8,-1.6,11.9,2.5
COc1cccc(C(=O)N2CCN=C2SCc2cccnc2)c1OC,-4.8,-2.5,6.4,-8.8,14.8,-1.5,0.1,24.0,-2.2
C=CCOc1ccc(/C=C/C(=O)OCC(=O)N2CCCc3ccccc32)cc1,-1.1,3.0,2.5,21.8,-5.3,0.6,22.3,-12.7,-0.9
Cc1nnc2n1NC(c1ccc(Cl)cc1)C(C(=O)N(C)C1CCCCC1)S2 (stereo not drawn),-4.5,1.0,-4.1,-4.9,5.1,0.6,6.9,5.3,-1.7
CCOc1ccc(OCCC(=O)NNC(=O)c2cc(C)oc2C)cc1,9.1,1.6,-8.1,-9.0,18.6,3.0,6.3,5.6,-2.2
COCCN1Cc2cccc(C(=O)NC(C)c3cccs3)c2C1=O (stereo not drawn),-4.8,2.5,-10.1,-6.5,16.9,4.0,6.2,14.0,-1.7
Cc1ccc(C2(c3noc(CN4CCC(c5ccncc5)CC4)n3)CCCC2)cc1,0.7,-1.3,36.7,-22.3,3.3,-0.7,-0.6,28.3,3.9
CC1CC(C)CN(S(=O)(=O)c2ccc(NC(=O)C3COc4ccccc4O3)cc2)C1 (stereo not drawn),1.6,1.1,24.8,10.7,35.9,-1.1,1.6,39.9,-1.4
C=CCNC(=S)Nc1nc2c(cc1C(=O)OCC)CCCC2,0.4,-1.3,14.3,1.4,8.0,2.7,16.3,12.6,4.0
C(=N\N1CCN(c2ccccn2)CC1)/c1ccccn1,0.8,0.2,-8.7,-22.3,-3.9,5.7,16.6,-7.0,-0.1
CCCSc1nc(C)cc(C)c1S(=O)(=O)c1ccccc1C,-1.5,5.9,4.7,13.7,26.4,-1.4,-17.2,30.9,-3.0
O=C(CN1CCN(Cc2ccccc2Cl)CC1)N/N=C/C=C/c1ccccc1[N+](=O)[O-],0.0,2.3,9.5,11.9,25.4,-2.1,3.0,14.1,-5.8
O=C(CN1CCN(Cc2ccccc2)CC1)N/N=C/c1ccc(Br)s1,-0.7,0.5,-13.9,21.3,2.8,1.4,-10.8,-2.2,-1.6
COc1ccc(NC2CC(=O)N(c3ccccc3)C2=O)cc1 (stereo not drawn),-5.6,-1.4,-1.8,12.0,-9.5,0.6,29.1,-8.6,3.6
Cc1ccc(O)c(-c2cc(C(=O)Nc3ccc(S(=O)(=O)N4CC(C)OC(C)C4)cc3)[nH]n2)c1 (stereo not drawn),3.3,34.7*,3.9,25.7,-23.1,0.3,13.6,5.5,3.0
Cc1cc(C(=O)COC(=O)c2ccccc2Br)c(C)n1CC1CCCO1 (stereo not drawn),-2.9,2.2,-8.9,90.9*,29.0,-8.9,18.0,28.5,-6.5
Cc1cccc(-n2c(C)nc3cc(C(=O)NCc4ccc5c(c4)OCO5)ccc32)c1,-0.9,-2.1,21.1,7.2,45.1,3.1,21.6,34.0,-0.8
CN(C)C(CNS(=O)(=O)c1ccc(Cl)cc1F)c1ccco1 (stereo not drawn),-2.2,-2.2,-4.9,0.0,-2.0,-0.3,9.0,-1.1,-0.4
O=C(Nc1cc(Cl)ccc1-n1cncn1)c1ccc([N+](=O)[O-])s1,13.1,-6.6,25.5,58.4*,46.7,2.1,82.4*,33.8,-1.0
O=C(O)c1ccc(NC(=O)c2cccc(N3C(=O)C4C5CCC(C5)C4C3=O)c2)cc1 (stereo not drawn),-3.2,-0.8,-1.9,-2.3,0.3,-1.2,-1.2,2.6,1.8
N#Cc1ccc(OCC(=O)NCCc2ccc(S(N)(=O)=O)cc2)cc1,-4.6,-1.0,-12.1,8.1,7.0,-1.1,9.6,10.3,-2.1
CCOC(=O)CNC(=O)CSc1nc(N(C)C)nc(N2CCOCC2)n1,-3.3,-3.9,-2.7,3.8,-3.4,-1.1,28.9,-12.3,0.4
COc1ccccc1CNC(=O)COC(=O)c1ccccc1SCC(=O)N1CCCC1,1.3,-1.9,-16.9,9.7,-10.5,3.3,-15.4,-5.8,-4.3
CCOc1ccc(-c2c(=O)n(OCc3ccc([N+](=O)[O-])cc3)c3ccccc3[n+]2[O-])cc1,2.6,x,15.7,5.5,12.2,18.1,14.0,18.6,36.3*
Cc1ccc(NC(=O)C(C)N2CCc3ccccc3C2)cc1 (stereo not drawn),0.0,-3.7,4.1,11.1,10.2,2.0,14.8,23.6,0.7
O=C1N[C@@H](Cc2ccccc2)COC(=O)[C@@H](Cc2ccc(F)cc2)CC/C=C/C[C@@H]1CC(=O)N(CCO)Cc1ccccc1,-2.4,-5.9,-10.8,15.3,1.8,1.7,25.8,-8.6,0.6

Only XBP1 UPR activ (4 entries from above):
| Compound | XBP1 UPR activ |
| --- | --- |
| Cc1nnc2n1NC(c1ccc(Cl)cc1)C(C(=O)N(C)C1CCCCC1)S2 (stereo not drawn) | -1.7 |
| CCOc1ccc(OCCC(=O)NNC(=O)c2cc(C)oc2C)cc1 | -2.2 |
| COCCN1Cc2cccc(C(=O)NC(C)c3cccs3)c2C1=O (stereo not drawn) | -1.7 |
| Cc1ccc(C2(c3noc(CN4CCC(c5ccncc5)CC4)n3)CCCC2)cc1 | 3.9 |

Going on with the list:
canonical_smiles,APJ agonist,GRIN3A LBD mod,TIM10 inh,Mdm2 MdmX PPI,tim23-1 inh,CHOP UPR activ,NALP3 yeast inh,tim10-1 inh,XBP1 UPR activ
Cc1noc(C)c1CSCC(=O)N(CCC(C)C)c1c(N)n(Cc2ccccc2)c(=O)[nH]c1=O,3.9,-2.5,-5.2,9.5,3.9,0.2,19.9,-1.3,-4.0
CC1CCc2c(nc3sc4c(c3c2N)CCCC4)C1 (stereo not drawn),1.3,-0.9,30.9,-35.1,36.8,3.9,53.7*,22.2,2.7
Cc1c(-c2ccc(Cl)cc2)[n+](=O)c2c(n1[O-])CCCC2,-2.7,0.2,15.7,-22.6,11.3,0.5,1.0,3.2,-1.5
CC1=NN(C(=O)c2ccc(Cn3cc(Br)c([N+](=O)[O-])n3)o2)C(O)(C(F)(F)F)C1 (stereo not drawn),0.2,-4.3,-13.4,12.4,14.5,0.8,-1.9,5.6,-1.5
COc1cccc(C2=NOC(C(=O)Nc3ccccc3SC)C2)c1 (stereo not drawn),1.2,2.3,-14.8,12.0,15.0,0.0,23.7,7.3,-2.1
CCOC(=O)C1CCN(c2ncnc3c2cnn3-c2ccccc2)CC1,-2.0,1.1,-7.2,0.1,24.0,-0.8,21.2,10.2,0.0
CCC(C)[C@H](NC(=O)Nc1ccc(C(C)=O)cc1)C(=O)OC (stereo partly drawn),-2.6,0.7,4.5,-21.7,6.9,-0.4,1.7,12.6,-3.0
COc1ccc2[nH]c(C(=O)N3CCN(c4ccccc4F)CC3)c(C)c2c1,0.6,0.2,19.2,-11.4,44.7,0.7,21.9,47.2*,0.3
CC1CCCN(C(=O)C2CCN(Cc3ccc4c(c3)OCO4)CC2)C1 (stereo not drawn),0.2,-1.7,-11.6,1.9,3.0,-2.1,8.0,3.1,-8.4
COC(=O)c1ccc(/C=N\NC(=O)c2c(C)nc3ccc(Cl)cn23)cc1,-2.9,-2.8,-0.5,5.3,1.1,3.9,9.9,1.6,-1.6
CCOCC(=O)Nc1cc([N+](=O)[O-])ccc1C,-2.7,-1.2,7.8,26.0,-4.8,0.6,-7.5,8.3,-0.1
Cc1cc(Cl)c(S(N)(=O)=O)cc1OCC(N)=O,0.4,-0.7,9.8,12.9,2.5,2.0,11.5,1.6,4.5
COc1cc(NC(=O)COC(=O)CNC(=O)c2ccc(Cl)cc2)c(C)cc1[N+](=O)[O-],0.7,-12.0,-5.5,5.4,5.7,-0.7,11.0,7.0,-0.1
COc1ccc(CCN2CCCC(CN(C)Cc3cc(OC)c(OC)c(OC)c3)C2)cc1 (stereo not drawn),-3.4,-0.2,-9.0,6.7,-6.6,-0.6,17.1,-7.1,-1.6
O=C(O)c1ccc(Sc2nnc3ccccn23)c([N+](=O)[O-])c1,-0.8,-0.2,-12.4,6.2,4.5,0.9,19.4,-0.4,0.8
O=C(NCCCN1CCCC1=O)c1cn(-c2ccccc2)nc1-c1ccccc1,-3.5,-1.6,0.7,12.2,-15.1,-0.2,-14.5,-6.9,-2.9
O=C(CN(c1ccc(F)cc1)S(=O)(=O)c1ccccc1)NC1CC2CCC1C2 (stereo not drawn),-4.6,-0.4,4.9,7.2,27.0,0.4,11.2,18.5,-1.0
c1ccc(CN2CCC(N3CCC(N4CCCCCC4)CC3)CC2)cc1,7.6,-0.2,-18.4,18.9,-51.5,0.5,18.1,-30.9,-4.6
CSc1nc2ccccc2cc1/C=C(\C#N)c1ccc(Cl)c(Cl)c1,-7.4,16.8*,13.0,36.4,12.0,-2.5,-2.3,5.1,-1.6
Cc1cccc(N2CCN(S(=O)(=O)c3ccc4c(c3)CC(=O)N4C)CC2)c1C,3.2,1.6,16.5,-3.0,15.5,-0.2,3.3,24.4,-3.5
O=C(C1CCN(S(=O)(=O)c2cccc3cccnc23)CC1)N1CCN(Cc2ccccc2)CC1,-1.3,-2.5,12.7,13.9,3.0,-1.6,18.7,16.6,-3.1
CCOc1ccc(OCCCC(=O)N(C)CC(=O)Nc2ccc(N3CCOCC3)cc2)cc1,7.2,-0.4,-1.7,24.1,18.6,2.2,11.6,20.8,0.0
Cc1ccc(C(C#N)c2ccc(C(=O)c3ccc(F)cc3)cc2)cc1 (stereo not drawn),-5.2,-1.8,-14.7,23.8,-3.1,-0.8,18.7,15.5,1.3
CN(/C=C/C(=O)C(F)(F)C(F)(F)F)Cc1ccccc1,-2.4,-0.9,-14.6,3.4,15.9,3.1,3.3,17.7,-0.3
NNc1ncnc2sc3c(c12)CCC3,-4.0,0.2,4.0,11.3,8.7,11.2,4.6,17.1,5.2

No new results follow: two of the compounds above.
canonical_smiles,APJ agonist,GRIN3A LBD mod,TIM10 inh,Mdm2 MdmX PPI,tim23-1 inh,CHOP UPR activ,NALP3 yeast inh,tim10-1 inh,XBP1 UPR activ
Cc1noc(C)c1CSCC(=O)N(CCC(C)C)c1c(N)n(Cc2ccccc2)c(=O)[nH]c1=O,3.9,-2.5,-5.2,9.5,3.9,0.2,19.9,-1.3,-4.0
CC1CCc2c(nc3sc4c(c3c2N)CCCC4)C1 (stereo not drawn),1.3,-0.9,30.9,-35.1,36.8,3.9,53.7*,22.2,2.7
